Screens from PubChem.
ERK EGF block – EGF-driven ERK pathway inhibition; HEK293-V1b, EGF-stimulated phospho-ERK AlphaScreen; Potency, µM (top dose mostly 11.5 µM), for the others: at the highest dose activity change, negative = inhibition, most hits filed as inhibitors; actives 0.41% (n = 130,000); active = well fitted inhibition curve with a large enough effect; inconclusive = small, poorly fitted or top-dose-only effect, or effect the other way;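 note: plate controls were stimulated vehicle wells for no effect and unstimulated vehicle basal for full effect; nearly all actives have a fitted effect of over 55% in size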
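Phospho-ERK1/2 measured by AlphaScreen (SureFire) after 5 min 25 nM EGF stimulation of V1b-expressing HEK293 cells preincubated 30 min at 37C with titrated compounds; data scaled to DMSO and EGF controls, Hill-fitted AC50.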
Active calls of the source: *; ? = inconclusive; [ ] = dose if it differs, or a comment. Potency is the fitted concentration of half-maximal effect. Some of the compounds tested. The share of hits here may be higher or lower than overall.

| mol | ERK EGF block |
| --- | --- |
| CN(Cc1cn(C)nc1-c1ccc(Oc2ccccc2)cc1)CC1COCCO1 (stereo not given) | -42.2% |
| O=C(c1ccncc1)N1CCC2(CC1)CN(c1ncccn1)C2 | -7.0% |
| O=C(c1ccc(F)cc1)C1CCN(C(=S)Nc2ccccc2Cl)CC1 | -15.1% |
| Cc1ccc(C(C)C)c(OCc2nn(CC(=O)c3ccc(OC(F)F)cc3)c3[n+]2CCCCC3)c1 | -12.4% |
| N#C/C(=C\C=C\c1ccccc1)C(=O)NCc1ccco1 | 0.4% |
| Cc1ccc2c(c1)C(c1ccncc1)=NNC(c1cccnc1)=N2 | 1.7% |
| CC(=O)c1ccc(Oc2cc(-c3ccccc3)nc(-c3ccccc3)n2)cc1 | -7.6% |
| Cc1[nH]cnc1CSCc1ccc(Cl)cc1 | -4.1% |
| COc1ccc(CNC(=O)c2n[nH]c3ccccc23)cc1OC | -2.5% |
| C=CCOc1ccccc1CNCCc1ccc(S(N)(=O)=O)cc1 | -9.5% |
| CC1(C)CNC(=O)c2sc(NC(=O)c3ccccc3Cl)nc2C1 | 4.8% |
| CCOc1ccc(NS(=O)(=O)c2cc(NC(=O)c3ccc(C)cc3)ccc2Cl)cc1 | -5.4% |
| COCCN(C)Cc1cn(-c2ccc(F)cc2F)nc1-c1ccccc1C | -10.8% |
| O=C(O)c1ccccc1C(=O)NCCc1c(C(=O)O)[nH]c2ccc(F)cc12 | 5.6%[57.5 µM] |
| C/C(=N/NC(=O)c1ccc(Br)o1)C(C)C | -9.0% |
| O=C(N/N=C/c1ccc(OC(=O)c2ccc3c(c2)OCO3)cc1)c1cncc(Br)c1 | 16.2% |
| O=C(Nc1nc(-c2cc(F)ccc2F)cs1)c1ccccn1 | 8.7% |
| Cc1cc(NC(=O)COC(=O)c2ccc(S(=O)(=O)N3CCCC3)cc2)no1 | -3.2% |
| CN(C)c1ccc(/C=N/NC(=O)CCCCCNC(=O)c2ccccc2)cc1 | 1.6%[57.5 µM] |
| COc1ccc(CCN(C(=O)c2ccco2)C(C(=O)NC2CCCC2)c2ccncc2)cc1OC (stereo not given) | 30.8% |
| Cc1cc(C(=O)c2ccccc2)c(NC(=O)CN2CCOCC2)s1 | 0.5% |
| COc1cc(NC(=S)NCc2ccco2)c(OC)cc1Cl | -1.8% |
| O=C(Nc1ccccc1)N1CC[C@@]2(CCCN(C(=O)c3cc(C(F)(F)F)cc(C(F)(F)F)c3)C2)C1 | 6.9% |
| NC(=O)NCC1CC1 | 1.3% |
| COc1ccc(CCN2C(=O)CC(NNC(=O)c3ccc(F)cc3)C2=O)cc1OC (stereo not given) | 0.3% |
| COc1ccc(NS(=O)(=O)c2cccc(C(=O)NNC(=O)c3cc(C)oc3C)c2)cc1 | 0.5% |
| Cc1cccc(NC(=O)C2COc3ccccc3O2)n1 (stereo not given) | 3.2%[57.5 µM] |
| O=c1nc2n(Cc3ccccc3)c3ccccc3cc-2c(=O)[nH]1 | 7.2% |
| O=[N+]([O-])c1ccc(/C=N/NC(=S)Nc2ccccc2F)o1 | -5.0% |
| CC1CCC(NC(=O)CN(C)S(=O)(=O)c2cnc[nH]2)CC1 (stereo not given) | -6.8% |
| NC(=O)CSc1nnc(CSc2ncccn2)n1-c1ccccc1 | -1.2% |
| N/C(=N\OCc1ccc([N+](=O)[O-])cc1)c1ccccn1 | -5.8% |
| Cc1oc2cc(O)ccc2c(=O)c1-c1nncn1-c1ccccc1 | -16.0% |
| CC(C)NC(=O)C1CCN(C2CCN(CC3CC=CCC3)CC2)CC1 (stereo not given) | 2.5% |
| Nc1cccc(-c2nnc3n2CCCCC3)c1 | -6.2% |
| Cc1cc2oc(C(=O)Nc3ccc(S(=O)(=O)Nc4nccs4)cc3)cc(=O)c2cc1Cl | -12.7% |
| CCc1nnc(NC(=O)/C=C/c2ccc(C)o2)s1 | -1.7% |
| Cc1c(-c2n[nH]c(=S)n2-c2ccc(Br)cc2)nnn1-c1ccc(Cl)cc1 | -3.4% |
| CCCNC(=O)Cc1ccsc1 | -4.8% |
| N#C/C(=C/c1ccc(-c2cc(C(=O)O)cc(C(=O)O)c2)o1)c1nc2ccccc2s1 | 4.2% |
| COCCNC(=O)COc1ccc(OCCNC[C@@H](O)COc2ccccc2)cc1 | 8.1% |
| Cc1ccccc1CSCCC(=O)NCCc1ccccc1 | 11.3% |
| CNC(=O)Nc1cc(C)nn1C | -7.2% |
| CC1=C(C(=O)OCC2CCCO2)C(c2ccccc2)C2=C(CC(C)(C)CC2=O)N1 (stereo not given) | -3.6% |
| CCCOC(=O)C(C)Sc1n[nH]c(=O)[nH]c1=O (stereo not given) | 3.5%[57.5 µM] |
| O=C(NP(=O)(N1CCOCC1)N1CCOCC1)C1=C(N2CCOCC2)/C(=C\c2ccccc2)CC1 | -17.2% |
| COc1ccccc1C(=O)C1CCCN(C(=O)CCn2cnnn2)C1 (stereo not given) | ? |
| CC(=O)NC1=NN(C(C)=O)C(c2cccc([N+](=O)[O-])c2)S1 (stereo not given) | 10.0% |
| FC(F)(F)c1ccccc1/C=N/N1CCN(Cc2ccccc2)CC1 | ? |
| Brc1ccc(-c2c[n+]3c(n2-c2ccccc2)SCC3)cc1 | 2.3%[57.5 µM] |

(list continues)
| mol | ERK EGF block |
| --- | --- |
| COc1ccc(-c2cnnn2-c2ccc(NC(=O)c3ccc(S(=O)(=O)N4CCCCC4)cc3)cc2)cc1OC | -0.4% |
| COc1ccc(CCC(=O)N(C)CC(=O)Nc2cc(C)ccc2C)cc1 | -7.1% |
| Cc1nnc2n(c1=O)N=C(c1ccc(Cl)cc1)CS2 | 8.3% |
| COc1ccc(C2CC(=O)c3cnc(N4CCc5ccccc54)nc3C2)cc1OC (stereo not given) | -2.8%[57.5 µM] |
| O=C(O)C1CCCN(S(=O)(=O)c2cccs2)C1 (stereo not given) | 2.5% |
| Cc1ccccc1C(=O)N1CCN=C1SCc1ccc([N+](=O)[O-])cc1 | -5.1% |
| CCOc1ccc(NC2c3ccccc3C(=O)N2c2ccc(Cl)cn2)cc1 (stereo not given) | 6.3% |
| Cc1cc(-c2n[nH]c(=S)n2-c2ccc(F)cc2)nn1C | -7.2% |
| CCOC(=O)c1c[nH]n2c(=O)cc(C)nc12 | -5.9%[57.5 µM] |
| CCC(=O)Nc1cnc(NC(=O)c2cccc(F)c2)cc1C | 6.1% |
| COc1ccc(C2c3c(ncn(CCCO)c3=N)Oc3ccc4ccccc4c32)cc1 (stereo not given) | 39.8µM* |
| O=C(Nc1ccc(C(=O)O)cc1)/C(=C\c1cccc([N+](=O)[O-])c1)NC(=O)c1ccc(Br)o1 | -5.0% |
| COc1ccc(NC(=O)CSc2nc3ccc(OC)cc3[nH]2)cc1 | -3.9%[57.5 µM] |
| Cc1cccc(C)c1Nc1oc(-c2ccccc2)nc1-c1cccc2ccccc12 | -15.0% |
| FC(F)(F)c1ccccc1CN1CCN(C2CCCCCC2)CC1 | -1.9% |
| COc1ccc(N(C(=O)C(C)C)S(=O)(=O)c2cccc3cccnc23)cc1 | -11.4% |
| CCCCCCCCCCCCCCC[C@@H](O)[C@H](CO)NC(=O)CCCCCCC | 1.0% |
| COC[C@H]1O[C@@H](c2c(OC)cc(OC)cc2OC)[C@H](OC)[C@@H](OC)[C@@H]1OC | -3.1% |
| COc1ccc(/C=C(/NC(=O)c2ccco2)C(=O)N2CCc3ccccc32)cc1OC | -4.5%[57.5 µM] |
| O=C(O)c1ccc(N2C(=O)CC(N3CCC(c4nc5ccccc5[nH]4)CC3)C2=O)cc1 (stereo not given) | -2.4% |
| CC1=CN2C(=N)/C(=C\c3cn(CCCOc4ccccc4)c4ccccc34)C(=O)N=C2S1 | -2.2% |
| O=C(NNc1ccnc2cc(Cl)ccc12)C1CCCCC1 | 4.8% |
| CNC(=O)c1sc(-c2ccccn2)nc1C | 11.5% |
| COc1ccc(CCNC(=O)c2ccc(-c3ccc([N+](=O)[O-])cc3Cl)o2)cc1OC | ? |
| O=C(/C=C/c1ccccc1)NNC(=O)c1cccs1 | 1.1% |
| COc1ccc2c(c1)[nH]c1c(=O)n(/N=C/c3ccc(OC)c(COc4ccccn4)c3)cnc12 | 1.4% |
| O=C(CS(=O)(=O)c1ccccc1)Nc1ccc(Br)cn1 | 11.6% |
| O=C(COc1ccc(Br)cc1CNCCc1ccccc1)NCc1ccccc1 | 8.6% |
| NS(=O)(=O)c1ccc(CCNC(=O)CC(NC(=O)c2ccccc2Cl)c2ccccc2)cc1 (stereo not given) | -13.9%[57.5 µM] |
| CC(C)N(C(=O)CSc1nc2ccccc2n1Cc1ccccc1F)C(C)C | -0.4% |
| CC1=Nc2ccccc2N=C(NC(=O)CSC(=S)N2CCN(C)CC2)C1c1ccccc1 (stereo not given) | -7.3%[57.5 µM] |
| CC(=O)N(c1ccccc1)c1ccc([N+](=O)[O-])cc1[N+](=O)[O-] | 0.8% |
| Cc1c(C=O)c2ccccc2n1CC(=O)NC(C)c1ccccc1 (stereo not given) | -12.3% |
| CC(Oc1ccc(Br)cc1)C(=O)NCc1ccccn1 (stereo not given) | -4.1% |
| O=[N+]([O-])/C(C(Cl)=C(Cl)Cl)=C(\Sc1ccccc1)N1CCCCC1 | -2.9% |
| Cc1ccc(C(=O)N2CCc3ccccc32)cc1 | 9.6% |
| Cc1cccc(NC(=O)NC(C)CCc2ccccc2)c1 (stereo not given) | -0.9% |
| Cc1cc(C)n(C(=O)CCCn2cc([N+](=O)[O-])cn2)n1 | 7.6% |
| Cc1cc(C(=O)N/N=C/c2cccc([N+](=O)[O-])c2)c2ccccc2n1 | 1.6% |
| CN(C)c1ccc(/C=N/n2cnn(Cc3ccccc3Cl)c2=S)cc1 | 1.8% |
| COc1cc(NC(=S)N2CCCCC2C)cc(OC)c1OC (stereo not given) | -4.5% |
| COc1ccc(C2CC(=O)C=C(NCc3ccccc3)C2)cc1 (stereo not given) | ? |
| COc1cc(/C=C(\C#N)C(=O)c2ccc(O)c(O)c2)cc(I)c1O | 2.3% |
| O=C1N/C(=C/c2cccs2)C(=O)N1Cc1ccccc1F | -1.9% |
| Cc1cccn2c(CN3CCCC(c4ccccc4)C3)c(C(=O)N3CCOCC3)nc12 (stereo not given) | 4.1% |
| Cc1ccc(OCc2nnc(SC3CCc4ccccc4C3=O)n2C)cc1 (stereo not given) | 1.0% |
| O=C(Cc1n[nH]c(=O)[nH]c1=O)N/N=C/c1cccc(Cl)c1 | ? |
| CCOC(=O)C1(Cc2ccccc2C(F)(F)F)CCN(C2CCSC2)CC1 (stereo not given) | -2.6%[57.5 µM] |
| Clc1ccc(-n2ncc3c(NCc4ccccn4)ncnc32)cc1 | ? |
| O=C(CCc1c[nH]c2ccccc12)Nc1ccc(S(=O)(=O)Nc2ncccn2)cc1 | 7.7% |

The list continues.
| mol | ERK EGF block |
| --- | --- |
| Cc1[nH]c(C)c(Cl)c(=O)c1Cl | 7.9% |
| Cc1cccc(Nc2ccc([N+](=O)[O-])cc2C(=O)O)c1 | -4.7% |
| CCCSc1nsc(NC(=O)c2cccnc2OCC)n1 | ? |
| Cc1cccc(N(C(=O)c2snc(C(N)=O)c2N)C(C)C(=O)NCC2CCCO2)c1 (stereo not given) | 0.7% |
| CN(C)/N=C/c1cc([N+](=O)[O-])ccc1O | 2.4% |
| Cc1noc(C)c1C(=O)N1CCC2(CCCN(Cc3nccs3)C2)CC1 | 0.0% |
| O=C(COC(=O)C1=COCCO1)NC(=O)c1ccc(OC(F)F)cc1 | -3.5% |
| O=C(c1ccccn1)N1CCN(c2cccc(C(F)(F)F)c2)CC1 | 5.7% |
| NC(=O)Cc1nc(-c2ccc(Br)cc2)cs1 | 2.9% |
| C=CCOCCN(CCOCC=C)C1=NS(=O)(=O)c2ccccc21 | 4.0% |
| O=C(Nc1nnc(SCc2ccc(F)cc2)s1)c1ccc2c(c1)C(=O)N(c1ccccc1Cl)C2=O | 27.4% |
| CCSc1nnc(NC(=O)C(NC(=O)c2ccc(Cl)cc2)C(C)C)s1 (stereo not given) | 3.3% |
| COc1ccc(C2CC(=O)Nc3n[nH]c(-c4ccccc4)c32)cc1OC (stereo not given) | -8.0% |
| O=c1c2cc(Br)ccc2[nH]c(=S)n1Cc1ccccn1 | -5.6% |
| COc1ccccc1NC(=O)COC(=O)C1CCN(/C=C/C(=O)C(F)(F)F)CC1 | 4.3% |
| CCSc1cc(N2CCCC2)nc(-c2ccc(C)cc2)n1 | ? |
| O=C(O)c1cc2c(s1)-c1ccccc1CC2 | 4.2% |
| N=C1N(/N=C/c2ccccc2)C(=Nc2ccccc2)C(=S)N1c1ccccc1 | -4.9% |
| Cc1ccc(-c2csc(NC(=O)c3ccc(S(=O)(=O)N4CCc5ccccc54)cc3)n2)cc1 | -13.9% |
| O=C(Nc1cc(S(=O)(=O)N2CCOCC2)ccc1N1CCCC1)C1CC1 | 9.7% |
| CSc1ccc(NC(=O)Nc2ccc(C(=O)NCC(=O)O)cc2)cc1 | -0.3%[57.5 µM] |
| O=C(CCCN1C(=O)/C(=C/c2cccs2)SC1=S)Nc1ccc(C(=O)O)cc1 | 5.1% |
| COc1ccc(Cc2nnc(NC(=O)c3cc(OC)c(OC)c(OC)c3)s2)cc1OC | 1.0% |
| CCCOc1ccc(CCC(=O)O)cc1 | -1.8% |
| CCOC(=O)c1cnc2ncnn2c1N | -16.9% |
| COC(=O)c1sc2ccccc2c1NC(=O)c1ccc(S(=O)(=O)N2CCCC(C)C2)cc1 (stereo not given) | -7.1% |
| Cc1cc(N/N=C/c2ccc(Cl)cc2)nc(NCc2ccccc2)n1 | -2.6% |

Shown with the structure last: entries from further up.
ERK EGF block,structure
6.1%,CCC(=O)Nc1cnc(NC(=O)c2cccc(F)c2)cc1C
39.8µM*,COc1ccc(C2c3c(ncn(CCCO)c3=N)Oc3ccc4ccccc4c32)cc1 (stereo not given)
-5.0%,O=C(Nc1ccc(C(=O)O)cc1)/C(=C\c1cccc([N+](=O)[O-])c1)NC(=O)c1ccc(Br)o1
-3.9%[57.5 µM],COc1ccc(NC(=O)CSc2nc3ccc(OC)cc3[nH]2)cc1
-15.0%,Cc1cccc(C)c1Nc1oc(-c2ccccc2)nc1-c1cccc2ccccc12
-1.9%,FC(F)(F)c1ccccc1CN1CCN(C2CCCCCC2)CC1
